Screening results: PubChem BioAssay, National Center for Advancing Translational Sciences (NCATS)
AMA1-RON2 inh – qHTS for Inhibitors of AMA1-RON; Towards Development of Antimalarial Drug Lead: Primary Screen; Plasmodium falciparum AMA1 (3D7) - RON2 peptide interaction; Potency, µM (doses to about 58.2 µM), for inactives: at the highest dose activity change, negative = inhibition, most hits filed as inhibitors; AlphaScreen AMA1-biotinylated RON2 peptide binding; 360,000 tested, 0.2% active;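 also: potency is read from the fitted curve at half-maximal effect; 0% = vehicle wells and -100% = peptide control; nearly all actives have a fitted effect of over 45% in size; some results filed as inactive show a strong effect at the top dose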
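AMA1 (3D7) with his tag at 25 nM final met compounds first, then biotinylated RON2 peptide at 25 nM; detection used donor plus acceptor beads, 10 µg/mL apiece, read by AlphaScreen after 30 min at room temperature.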
Sm TGR inh – qHTS Assay for the Inhibitors of Schistosoma Mansoni Peroxiredoxins; purified TGR, DTNB reduction, TNB absorbance 405 nm; 360,000 tested, 3% active; Potency, µM (series often up to 114 µM), without a hit: at the top dose activity change, negative = inhibition, actives largely listed as inhibitors; AID 485364, 2010; Schistosoma mansoni thioredoxin glutathione reductase (TGR), Q962Y6; also: potency is read from the fitted curve at half-maximal effect; nearly all actives have a fitted effect of over 60% in size
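First, TGR (20 nM dispensed) and NADPH were mixed with compound. Second, a 15 min room-temperature incubation followed. Third, further NADPH and then DTNB were added to start the reaction. Finally, TNB absorbance was monitored kinetically.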
HCMV antiviral – qHTS Assay for inhibitors of the human cytomegalovirus (HCMV) | HFF cells, HCMV-luciferase reporter, 72 h; active compounds read low | activity change, negative = inhibition, % at 57.5 µM | 410,000 tested, 4.5% active | AID 1259415, 2018; in the data active = activity change below about -60%; inconclusive = no clear call, values can overlap the other calls; inactive = above about -39%
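Two compound doses tested in HFFs infected with HCMV-luciferase, MOI 1 PFU/cell, 72 h at 37C. Lysate luminescence read with OneGlo; data normalized against buffer-only and 10uM Salinomycin inhibitor controls.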
AmpC no deterg – qHTS Inhibitors of AmpC Beta-Lactamase (assay without detergent); Potency, µM (titrated, usually from 57.1 µM), without a hit: top-dose activity change, negative = inhibition, hits mostly inhibitors; AmpC nitrocefin hydrolysis, absorbance 480 nm, 0.0001% Triton; 330,000 tested, 0.52% active; P00811; AID 485341, 2010;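 also: potency is read from the fitted curve at half-maximal effect; plate controls were no compound for no effect and no enzyme for full effect; nearly all actives have a fitted effect of over 20% in size; some results filed as inactive show a strong effect at the top dose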
Target sequence (P00811 whole entry, looked up): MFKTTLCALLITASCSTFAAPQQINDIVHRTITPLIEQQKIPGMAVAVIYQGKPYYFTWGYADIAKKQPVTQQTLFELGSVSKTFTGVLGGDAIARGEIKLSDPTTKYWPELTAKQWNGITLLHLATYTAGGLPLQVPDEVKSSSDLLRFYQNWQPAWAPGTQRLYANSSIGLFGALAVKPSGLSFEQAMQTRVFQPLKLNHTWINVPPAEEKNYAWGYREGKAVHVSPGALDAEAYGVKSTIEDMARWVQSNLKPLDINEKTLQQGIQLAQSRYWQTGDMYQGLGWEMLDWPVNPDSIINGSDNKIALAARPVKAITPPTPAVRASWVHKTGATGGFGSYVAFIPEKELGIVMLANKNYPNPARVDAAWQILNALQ
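20 mM phosphate pH 7.0 + 0.01% (detergent screen) or 0.0001% Triton X-100; 5.3 nM AmpC reagent; cpd preinc 15 min RT; nitrocefin (800 uM stock) to start; A480 q20 s × 4 min; Activity was normalised to no-enzyme and no-compound control wells.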
AmpC inh detg – qHTS Inhibitors of AmpC Beta-Lactamase (assay with detergent); P00811; AmpC hydrolysis of nitrocefin, absorbance 480 nm, 0.01% Triton; Potency, µM (doses to about 114 µM), for the others: at the highest dose activity change, negative = inhibition, usual class: inhibitors; 370,000 tested, 0.041% active; AID 485294, 2010;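 also: potency is read from the fitted curve at half-maximal effect; 0% = no-compound wells and -100% = no-enzyme wells; nearly all actives have a fitted effect of over 25% in size; some results filed as inactive show a strong effect at the top dose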
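AmpC (5.3 nM in the dispensed reagent) in 20 mM phosphate pH 7.0 with 0.01% (detergent screen) or 0.0001% Triton X-100 was preincubated with compounds for 15 min at room temperature. Nitrocefin was then added from an 800 uM solution, and hydrolysis was followed at 480 nm.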
Giardia FBPA inh – qHTS Assay for Inhibitors of Fructose-1,6-bisphosphate Aldolase from Giardia Lamblia; purified Giardia FBPA; Potency, µM (highest dose often 59.6 µM), for the others: at the highest dose activity, negative = inhibition, most hits filed as inhibitors; A8B2U2; AID 2451, 2010; 290,000 tested, 0.71% active; also: potency is read from the fitted curve at half-maximal effect; nearly all actives have a fitted effect of over 55% in size
Target sequence (A8B2U2 whole entry, looked up): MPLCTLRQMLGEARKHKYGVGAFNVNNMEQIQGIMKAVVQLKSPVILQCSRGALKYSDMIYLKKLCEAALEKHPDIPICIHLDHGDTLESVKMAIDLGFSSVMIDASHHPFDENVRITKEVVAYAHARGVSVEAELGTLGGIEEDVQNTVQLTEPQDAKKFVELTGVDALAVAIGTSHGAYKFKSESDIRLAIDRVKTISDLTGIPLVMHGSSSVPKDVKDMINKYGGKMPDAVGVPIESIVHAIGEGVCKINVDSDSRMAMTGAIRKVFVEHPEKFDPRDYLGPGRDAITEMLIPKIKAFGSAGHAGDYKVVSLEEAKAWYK
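40 nM FBPA preincubated 10 min at RT with compound (up to 57.5 uM final), then substrate plus GAPDH/TPI/NAD/arsenate coupling and diaphorase/resazurin added. Fluorescence read after 20 min at RT, 525/598 nm.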
* marks the source's active call; other numbers are inactive results; ? = inconclusive; / = no result given; & = joins results of further samples; [ ] = another dose, or the depositor's remark. Unless noted, calls follow the shape of the dose curve; as a rule, active = well fitted curve in the direction sought with a large enough effect; inconclusive = small, poorly fitted or top-dose-only effect, or another doubt; inactive = no such curve, though single readings can be large; an effect the other way counts as inactive or inconclusive. Unless noted, % is scaled to controls: 0 for no effect and ±100 for the full control effect.

SMILES	AMA1-RON2 inh	Sm TGR inh	HCMV antiviral	AmpC no deterg	AmpC inh detg	Giardia FBPA inh
O=C1c2ccc(-c3ccc4c(c3)C(=O)N(CCO)C4=O)cc2C(=O)N1CCO	10%	7%	-8	-14%	?	0%
Nc1cc(Cl)ccc1C(=O)OCC(=O)NCC1CCCO1 (stereo not drawn)	1%	/	-14	4%	/	/
O=C(CN1c2cccc3cccc(c23)S1(=O)=O)Nc1ccccc1F	-2%	8%	-35	-39%	-14%	-6%
c1ccc(-n2nnnc2SCc2cn3ccccc3n2)cc1	34%[activator]	1%	0	-23%	-4%	-8%
C[C@@]1([C@@H](NP(=O)(c2ccccc2)c2ccccc2)c2ccccc2)C[C@H]1CCO	-1%	1%	11	191%[activator]	?	0%&4%
O=C(NCCc1nc2ccccc2[nH]1)c1ccc(F)cc1	7%	4%	?	-13%	5%	-5%
Cc1ccc(COC(=O)c2cccc(S(=O)(=O)N3CCCCC3)c2)cc1	23%	-7%	0	-34%	0%	/
CCOC(=O)c1cc(OC(=O)c2cccc(F)c2)n(-c2ccccc2)n1	/	3%	8	/	-8%	/
O=S(=O)(c1cc(Cl)cc(Cl)c1O)N1CCC2(CC1)OCCO2	4%	2%	-29	-4%	2%	/
COc1cc(/C=N/NC(=O)c2ccc(C)nc2)cc([N+](=O)[O-])c1O	0%	5%	?	-22%	-7%	-16%
Cc1ccc(CN2CCNC(=O)C2CC(=O)N(Cc2c(C)nn(C)c2C)C2CC2)o1 (stereo not drawn)	1%	32µM*	?	1%	4%	-2%
CCc1c(C)nc2cc(-c3ccc(OC)c(OC)c3)nn2c1N1CCC(C)CC1	-4%	10%	-27	-6%	1%	/
CC(NC(=O)Cc1ccc(S(=O)(=O)N2CCCCC2)cc1)c1ccccc1 (stereo not drawn)	-3%	-10%	20	-37%	-18%	/
Cc1cc(C)n(-c2nc3c(c(=O)[nH]c(=O)n3C)n2C)n1	0%	2%	12	-8%	-2%	4%
CC(=O)Oc1oc(-c2ccccc2)nc1C=Nc1ccc(N(C)C)cc1	-9%	-17%	-2	-24%	-3%	2%
CC(C)C(=O)Nc1ccc(NC(=O)c2ccccn2)cn1	113%[activator]	2%	30	-23%	?	-17%
Cc1ccc(C(=O)Nc2cccc(S(=O)(=O)N3CCCC3)c2)o1	1%	-10%	19	-31%	-4%	/
Cc1ccc(C(=O)NCc2ccc(Cl)cc2)cc1S(=O)(=O)N1CCCCC1	-4%	-5%	0	-15%	-12%	/
CCC1CN(C(=O)N2CCC(C(=O)NCCN(CC)CC)CC2)c2ccccc2O1 (stereo not drawn)	/	-6%	-11	/	-6%	/
COc1nccnc1NS(=O)(=O)c1ccc(NC(=S)NC(=O)c2cccnc2)cc1	-4%	20µM*	-28	-5%	3%	?
COc1cccc(/C=N/N=C(\N)c2nonc2N)c1O	70%[activator]	-5%	-14	-12%	?	0%
CCn1nnnc1NCc1ccc(SC)cc1	-1%	0%	3	-18%	?	-3%
Cc1cc(C(=O)OCC(=O)NC(C)C)c2ccccc2n1	-3%	0%	-13	-1%	-1%	3%
Cc1cc(C(=O)NNC(=O)c2ccccc2[N+](=O)[O-])c(C)o1	2%	-3%	64	-19%	-8%	/
COc1ccc(CNC2CCCCC2C)c(OC)c1 (stereo not drawn)	-10%	2%	1	-5%	?	-8%
O=C(CCS(=O)(=O)c1ccc(Br)cc1)NCCc1ccccc1	31%[activator]	50µM*	15	-25%	-8%	2%
CCOc1ccc(C(C)C)cc1S(=O)(=O)Nc1ccc(Cl)cn1	6%	8%	-13	-22%	-1%	-8%
COc1ccc(-c2noc(C(C)NC(=O)c3ccco3)n2)cc1OC (stereo not drawn)	-7%	-4%	-6	-8%	6%	4%
COc1ccc(CCn2c(O)c(C=Nc3ccc(F)cc3)c(=O)[nH]c2=O)cc1OC	3%	-8%	-12	-11%	-2%	5%
Cc1nc(C)c(-c2ccc(SCc3ccc([N+](=O)[O-])cc3)nn2)s1	3%	-9%	?	106%[activator]	0%	/
CCc1nnc(NC(=O)CCC(=O)NCc2ccc(C)cc2)s1	9%	1%	25	-5%	5%	/
O=C(O)CC1(O)C(=O)N(Cc2ccccc2)c2ccccc21 (stereo not drawn)	2%	15%	-22	1%	1%	2%
O=C(NCc1ccccc1F)C1CCCN1C(=O)Nc1ccccc1 (stereo not drawn)	-6%	4%	31	-8%	5%	0%
CC1(C)C2CCC1(C)C(OC(=O)C[n+]1ccccc1N)C2 (stereo not drawn)	0%	4%	0	-4%	-6%	-7%
O=C(COC(=O)[C@@H]1CCCN1S(=O)(=O)c1ccc(Cl)cc1)NC1CC1	2%	23%	-19	7%	3%	/
O=C(CCn1c(=O)sc2ccccc21)Nc1nccs1	-6%	6%	36	-26%	-15%	1%
O=C(CCNC(=O)c1ccc(Cl)cc1)NN1C(=O)NC2(CCCCC2)C1=O	45%[activator]	-26%	107	-4%	?	/
COc1ccc(CN2CCCCC2C(=O)Nc2ccc(OC)c(OC)c2)cc1OC (stereo not drawn)	11%	-10%	-1	-16%	-17%	6%
C[C@H](NC(=O)c1nc[nH]c1C(=O)N[C@@H](CCCCNC(=O)OC(C)(C)C)C(=O)OC(C)(C)C)C(=O)OCc1ccccc1	141%[activator]	4%	-29	108%[activator]	10%	?
CC(C)n1c(CNC(=O)c2ccccc2)nc2ccccc21	9%	1%	-4	-12%	-6%	1%
Cc1ccc(C2N(c3cccc(Cl)c3)C(=O)C3CCCN32)o1 (stereo not drawn)	5%	-16%	-1	-12%	?	3%
CNC(=O)c1[nH]cnc1C(=O)NCC(=O)OC(C)(C)C	19%	0%	-1	0%	-6%	?
COc1cccc(C(=O)N(Cc2nc(-c3ccc(Cl)cc3)no2)C(C)C)c1OC	/	11%	-4	/	1%	/
COc1cccc(-n2cnc3sc(C)cc3c2=O)c1	-11%	8%	-14	-13%	-1%	3%
O=C(COC(=O)[C@H](Cc1ccccc1)NC(=O)c1ccco1)NCc1ccccc1	16%	-5%	-14	-8%	-3%	7%
Cc1nnsc1S(=O)c1ccc(Br)cc1 (stereo not drawn)	3%	-31%	-63*	-18%	-5%	12%
O=C(O)COc1ccccc1/C=N/NC(=O)CSc1nc2ccccc2n1Cc1ccccc1Cl	1%	4%	?	17%	1%	1%
O=C(Nc1cccc(Cl)c1)c1cnc2sc(N3CCCC3)nn2c1=O	/	1%	-15	/	15%	/
COc1ccc(/C=C2\Cc3ccccc3C2=O)cc1OC	-2%	-8%	?	69%[activator]	-12%	0%
C[C@]12CCC3C(CC[C@H]4C[C@@H](O)CC[C@]34C)C1C[C@@H](Br)[C@@H]2O (stereo partly drawn)	1%	/	13	-8%	/	/
Cc1ccc(NC2CCCN(C(=O)c3ccc(F)cc3)C2)cc1C (stereo not drawn)	-6%	2%	1	46%	-7%	/
O=C(c1cccs1)N1CCN(c2nnc(-c3ccccc3)c3ccccc23)CC1	-11%	16%	-37	5%	0%	6%
COc1cccc(C(=O)Nc2ccc(NC(=O)C3CC3)cn2)c1	-15%	-20%	113	-16%	3%	-1%
OC(c1ccc(Cl)cc1)C(CN1CCOCC1)c1ccccc1 (stereo not drawn)	-4%	-14%	-10	20%	-1%	-20%
COc1ccccc1C1C(C#N)=C(N)Oc2c1oc(CO)cc2=O (stereo not drawn)	0%	4%	31	-19%	-10%	-16%
O=C1CC(c2ccccc2)n2nc(NC(=O)c3cccs3)nc2N1 (stereo not drawn)	28%	-22%	-1	-9%	-8%	-1%
CN(C)C(CNC(=O)C1CCN(S(=O)(=O)c2ccc(Cl)cc2)CC1)c1ccccc1 (stereo not drawn)	24%	-6%	-14	91%[activator]	1%	9%
Cc1ccccc1CC1(CO)CCCN(C(=O)CCC(F)(F)F)C1 (stereo not drawn)	2%	0%	-25	17%	-11%	5%
COc1cc(C(=O)OCC(=O)Nc2ccc(S(=O)(=O)NC3=NCCCCC3)cc2)cc(OC)c1OC	6%	/	-5	-3%	/	/
Cc1ccc(C(=O)Nc2ccc(F)cc2)cc1S(=O)(=O)N1CCOCC1	/	0%	-1	/	-2%	/

7 compounds picked at random from the list so far:
SMILES	AMA1-RON2 inh	Sm TGR inh	HCMV antiviral	AmpC no deterg	AmpC inh detg	Giardia FBPA inh
CN(C)C(CNC(=O)C1CCN(S(=O)(=O)c2ccc(Cl)cc2)CC1)c1ccccc1 (stereo not drawn)	24%	-6%	-14	91%[activator]	1%	9%
COc1ccc(/C=C2\Cc3ccccc3C2=O)cc1OC	-2%	-8%	?	69%[activator]	-12%	0%
O=C(Nc1cccc(Cl)c1)c1cnc2sc(N3CCCC3)nn2c1=O	/	1%	-15	/	15%	/
O=C1CC(c2ccccc2)n2nc(NC(=O)c3cccs3)nc2N1 (stereo not drawn)	28%	-22%	-1	-9%	-8%	-1%
O=C(COC(=O)[C@H](Cc1ccccc1)NC(=O)c1ccco1)NCc1ccccc1	16%	-5%	-14	-8%	-3%	7%
Cc1ccc(C2N(c3cccc(Cl)c3)C(=O)C3CCCN32)o1 (stereo not drawn)	5%	-16%	-1	-12%	?	3%
Cc1nnsc1S(=O)c1ccc(Br)cc1 (stereo not drawn)	3%	-31%	-63*	-18%	-5%	12%

The results go on:
SMILES	AMA1-RON2 inh	Sm TGR inh	HCMV antiviral	AmpC no deterg	AmpC inh detg	Giardia FBPA inh
CC(Cc1ccccc1)NC(=O)/C=C/c1ccc([N+](=O)[O-])cc1 (stereo not drawn)	-2%	2%	-9	-24%	-10%	0%
CN(C)c1ccc(C(=O)NNC(=O)Nc2ccccc2)cc1	68%[activator]	-8%	-4	-27%	3%	5%
Cc1onc(-c2ccccc2)c1C(=O)Nc1nnc(C(C)(C)C)s1	-2%	-2%	5	-21%	-9%	4%
CCc1ccc(S(=O)(=O)c2c(C(=O)c3ccccc3)cnc3ccc(CC)cc23)cc1	/	-2%	-77*	/	12%	/
O=C1C2CC=C(Cl)CC2C(=O)N1CCc1ccccc1 (stereo not drawn)	0%	?	56	-41%	-2%	-19%
O=C(COc1ccc(Cl)cc1)NC(=S)Nc1ccccc1N1CCOCC1	30%	-1%	9	-21%	-4%	-8%
Cc1[nH]c(C)c(S(=O)(=O)Nc2ccccc2)c1C(=O)N1CCCC1	-6%	-9%	11	-7%	?	17%
Cc1cccc(NC(=O)Cn2cc(C(=O)C3CC3)c3ccccc32)c1	0%	-1%	-22	-31%	-9%	8%
O=c1oc2ccccc2c(NC2CCCCC2)c1NS(=O)(=O)c1ccc(F)c(Cl)c1	-3%	7%	-13	-25%	-8%	/
